Screening data as filed in PubChem BioAssay.
Coupling enz – counter-screen for Giardia aldolase inhibitors: coupling enzyme system; 290,000 tested, 0.67% active; coupling enzyme system counterscreen, AmpLite Red fluorescence; activity change, negative = inhibition, % at 58.2 µM, hits read low; in the data active = activity change below about -30%
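Activity here indicates interference with the coupling reaction, not aldolase inhibition. Compounds at 57.5 uM final met coupling enzymes for 10 min at RT; substrate and AmpLite Red detection followed, with a 525/598 nm fluorescence read after 20 min.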
Eya2 inh – Eya2 (human) phosphatase inhibition. O00167. recombinant Eya2, OMFP fluorescence dephosphorylation (OMFP is methylfluorescein phosphate). Potency, µM (highest dose often 76.9 µM), for the others: at the highest dose activity, negative = inhibition, hits mostly inhibitors. 330,000 tested, 0.006% active; also: potency is read from the fitted curve at half-maximal effect
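Eya2 (0.2 uM) preincubated 10 min at ambient with compound, then OMFP substrate added at 50 uM; 10 min reaction in 50 mM HEPES pH 7.5, 50 mM NaCl, 5 uM MgCl2, 0.05% BSA, 1 mM DTT. Fluorescence read at Ex 485/Em 525 nm.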
uPA surface inh – blocks generation of uPA at the cell surface. 330,000 tested, 0.31% active. cell surface uPA generation assay, qHTS. AID 540303. Potency, µM (highest dose often 38.3 µM), without a hit: at the highest dose activity change, negative = inhibition, actives largely listed as inhibitors; active = well fitted inhibition curve with a large enough effect; inconclusive = small, poorly fitted or top-dose-only effect; inactive = no such curve, though single readings can be large or run the other way; tested in mouse RAW 264.7 cells; also: potency is read from the fitted curve at half-maximal effect; nearly all actives have a fitted effect of over 55% in size
PKM2 activator – PKM2 (human) enzyme activation; purified PKM2, Kinase-Glo ATP luminescence, activation; response scale: 0% is enzyme alone, no compound; P14618; 260,000 tested, 0.34% active; Potency, µM (doses to about 57.5 µM), inactives show top-dose activation, most hits filed as activators; also: potency is read from the fitted curve at half-maximal effect; nearly all actives have a fitted effect of over 55% in size
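ATP formation by purified human PK-M2, quantified via coupled luciferase luminescence after 1 h at room temperature with 0.1 mM ADP and 0.5 mM PEP final.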
GALK inh – galactokinase (human) inhibition; 270,000 tested, 0.007% active; Potency, µM (doses to about 57.5 µM), inactives show at the highest dose activity change, negative = inhibition, most hits filed as inhibitors; P51570; AID 1868; Purified GALK, Kinase-Glo residual ATP luminescence; also: potency is read from the fitted curve at half-maximal effect
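ATP-depletion format; final 35 uM ATP, 100 uM D-galactose, 5 nM enzyme; pH 8.0 HEPES/Mg2+ buffer; 60 min RT; luminescence read 10 min after detection reagent.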
KCNH2 3.1 block – KCNH2 3.1 (human) potassium channel inhibition | 340,000 tested, 0.95% active | U2OS KCNH2 3.1, thallium flux FluxOr; active compounds read low | AID 720553 | activity change, % (tested at about 1.8 µM);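 active = maximum activity change below -70%; inconclusive = maximum activity change from -70% to -50%; inactive = maximum activity change above -50%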;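 also: thallium influx rate constant from kinetic fluorescence after stimulation buffer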
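FluxOr-based Tl+ influx in U2OS cells transduced with KCNH2 3.1 virus; rate constants normalized to DMSO controls.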
B2AR arrestin – recruits beta-arrestin to the human beta2-adrenergic receptor; P07550; beta-arrestin recruitment to beta2AR, cell-based reporter; Potency, µM (titrated, usually from 46.1 µM), for inactives: at the top dose activation, hits mostly activators; 330,000 tested, 0.02% active; AID 492947;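 also: potency is read from the fitted curve at half-maximal effect; 0% = DMSO controls and full agonism = EC100 isoproterenol or metaproterenol; nearly all actives have a fitted effect of over 65% in size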
USP2a block – USP2a (human) protease inhibition | O75604 | USP2 core, Ub-CHOP2 coupled fluorogenic reporter, 485/531 | Potency, µM (titrated, usually from 38.3 µM), for the others: at the top dose activity change, negative = inhibition, hits mostly inhibitors | 330,000 tested, 0.01% active;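 also: potency is read from the fitted curve at half-maximal effect; plate controls were DMSO wells for no effect and full inhibition by NEM control for full effect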
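Cell-free coupled assay: 10nM USP2 core preincubated 30min RT with compound in Tris-HCl pH 8.0/CaCl2/CHAPS buffer, then 25nM Ub-CHOP2 and 25nM reporter substrate; fluorescence (Ex 485/Em 531) read after 60min RT, normalized to NEM inhibition, concentration-response curves fitted.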
KCNH2 WT inh – inhibitors of human wildtype KCNH2 potassium channel; 340,000 tested, 0.37% active; activity change, % at 1.84 µM; AID 720551; U2OS, BacMam KCNH2, thallium flux FluxOr; active compounds read low; Q12809;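 active = maximum activity change below -70%; inconclusive = maximum activity change between -70% and -50%; inactive = maximum activity change above -50%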
Target sequence (Q12809 whole entry, looked up): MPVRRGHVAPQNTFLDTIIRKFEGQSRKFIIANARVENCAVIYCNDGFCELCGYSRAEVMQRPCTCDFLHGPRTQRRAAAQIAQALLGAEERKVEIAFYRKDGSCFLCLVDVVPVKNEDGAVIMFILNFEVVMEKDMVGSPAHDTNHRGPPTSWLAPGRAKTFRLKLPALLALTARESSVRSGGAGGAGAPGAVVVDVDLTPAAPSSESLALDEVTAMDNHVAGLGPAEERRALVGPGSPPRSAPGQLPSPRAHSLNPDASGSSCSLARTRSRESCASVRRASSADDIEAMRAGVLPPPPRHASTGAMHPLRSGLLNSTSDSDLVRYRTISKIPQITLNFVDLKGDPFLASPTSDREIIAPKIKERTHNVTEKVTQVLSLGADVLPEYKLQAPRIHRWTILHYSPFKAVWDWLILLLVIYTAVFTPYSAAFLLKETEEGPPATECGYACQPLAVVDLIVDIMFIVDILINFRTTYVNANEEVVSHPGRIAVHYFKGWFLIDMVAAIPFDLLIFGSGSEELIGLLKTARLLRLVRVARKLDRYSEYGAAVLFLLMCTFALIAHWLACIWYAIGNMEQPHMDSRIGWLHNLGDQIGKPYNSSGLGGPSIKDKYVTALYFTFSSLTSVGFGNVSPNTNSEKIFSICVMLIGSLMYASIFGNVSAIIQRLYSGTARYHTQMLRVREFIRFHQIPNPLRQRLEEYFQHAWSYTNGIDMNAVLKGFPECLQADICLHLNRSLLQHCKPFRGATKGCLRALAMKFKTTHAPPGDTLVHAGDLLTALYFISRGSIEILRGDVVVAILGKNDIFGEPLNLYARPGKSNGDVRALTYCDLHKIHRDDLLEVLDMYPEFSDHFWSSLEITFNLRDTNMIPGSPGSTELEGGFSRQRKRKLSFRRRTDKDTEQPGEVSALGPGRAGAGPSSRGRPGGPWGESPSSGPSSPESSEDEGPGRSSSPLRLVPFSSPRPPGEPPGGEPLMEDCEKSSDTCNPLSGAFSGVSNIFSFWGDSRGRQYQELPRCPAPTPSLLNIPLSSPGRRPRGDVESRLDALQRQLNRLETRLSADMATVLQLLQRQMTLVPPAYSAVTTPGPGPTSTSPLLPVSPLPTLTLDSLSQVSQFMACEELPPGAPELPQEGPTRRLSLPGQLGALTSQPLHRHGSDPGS
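U2OS cells were transduced with wild-type KCNH2 virus (2.03 x 10^8 / mL) for 4 h at room temperature, then cultured overnight at 37 C. Thallium flux was read with FluxOr dye. Rate constants were normalized to DMSO controls.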
Giardia killer – kills Giardia lamblia. Giardia lamblia trophozoite viability. activity change, % at 7.66 µM, hits read low. 340,000 tested, 0.15% active. AID 540267; in the data active = activity change below about -80%; inconclusive = between about -30% and that limit;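 also: parasites exposed to compound for two days anaerobically before the ATP read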
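Media and compound were dispensed first, then trophozoites at 100 cells/well; plates sat 48 hrs at 37 deg C without oxygen before ATP luminescence reagent was added and read after 15-30 min at room temperature.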
Chronic BCR inh – chronic active BCR signaling inhibition; ABC-DLBCL IkBa-CBG/CBR reporter, luminescence ratio, 4 h; 340,000 tested, 0.05% active; Potency, µM (series often up to 46.1 µM), without a hit: top-dose ratio change, negative = lower green/red ratio, usual class: inhibitors; active = well fitted inhibition curve with a large enough effect in the signal ratio, with a control signal flat, not every such curve was filed as active; inconclusive = small, poorly fitted or top-dose-only effect, or effect the other way, or a change in a side signal; the % refers to the signal ratio;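 also: potency is read from the fitted curve at half-maximal effect; plate controls were basal doxycycline-induced cells for no effect and cells given 10 µM MG132 for full effect; MG132 reads +100%, hits lower the ratio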
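Cell line TMD8 (human ABC DLBCL), stably expressing tet-inducible CBG68-IkBa fusion and CBR; IMDM/0.5% FBS; cpd up to 46 uM; dox induction, 4 h, 37C/5% CO2; dual luminescence; green/red ratio; MG132 control.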
Active calls of the source: *; ? = inconclusive; . = no result given; & = joins results of further samples; [ ] = dose if it differs, or a comment. Unless noted, calls follow the shape of the dose curve; as a rule, active = well fitted curve in the direction sought with a large enough effect; inconclusive = small, poorly fitted or top-dose-only effect, or another doubt; inactive = no such curve, though single readings can be large; an effect the other way counts as inactive or inconclusive. Unless noted, % is scaled to controls: 0 for no effect and ±100 for the full control effect. This is a random part of the collection; about 2.4% have a hit in one of these screens.

cpd	compound	Coupling enz	Eya2 inh	uPA surface inh	PKM2 activator	GALK inh	KCNH2 3.1 block	B2AR arrestin	USP2a block	KCNH2 WT inh	Giardia killer	Chronic BCR inh
1	COCCNC(=O)CSc1nnc(-c2ccccc2F)n1Cc1ccccc1	3	-7%	5%	-2%	8%	1	-0.5%	1%	2	-15	-2%
2	O=C(CSc1nc(-c2ccco2)cc(C(F)(F)F)n1)Nc1ccc2c(c1)OCO2	-1	3%	-7%	-2%	-2%	-13	-0.7%	-1%	4	2	-2%
3	COc1ccc(NS(=O)(=O)c2ccc(OC)c(OC)c2)cc1OC	5	-1%	-3%	-4%	-2%	0	-0.2%	-2%	2	11	-16%
4	Cc1sc2nc3c(SC(C)C(=O)O)cc(C(=O)c4ccccc4O)cn3c(=O)c2c1C (configuration not stated)	1	0%	1%	-19%	0%	6	11%	-4%	-12	5	?
5	COc1cccc(C2C(C(=O)/C=C/c3ccco3)=C(O)C(=O)N2CCN2CCOCC2)c1 (configuration not stated)	-33*	4%	0%	7%	7%	-4	-0.1%	0%	1	1	1%
6	Cc1ccc(OCc2nnc(SCC(=O)N3c4ccccc4Sc4ccc(Cl)cc43)o2)cc1	-1	-6%	-4%	2%	0%	-13	0.0%	1%	-2	-20	4%
7	O=C(NCc1ccc(Cl)cc1)c1cc2c(nc3sccn32)s1	-3	-2%	3%	3%	2%	24	0.0%	0%	-4	8	-2%
8	O=C(CN1CCN(c2ccccc2)CC1)Nc1nccs1	0	15%	6%	-4%	0%	10	-0.2%	3%	13	-14	-1%
9	Clc1ccc(-c2nc3ncccn3c2Nc2ccc3c(c2)OCO3)cc1	-2	-3%	-1%	3%	-6%	-7	-0.8%	4%	0	-13	?
10	Cc1ccc(SCC(=O)NNC(=O)c2ccc(S(C)(=O)=O)cc2)cc1	4	13%	2%	.	-2%	-21	-1.2%	3%	5	4	?
11	CC(CN1CCC(n2nccc2NC(=O)C2CCCC2)CC1)c1ccccc1 (configuration not stated)	0	8%	4%	-9%	4%	-9	-1.5%	0%	16	-10	0%
12	CCOc1ccc(C(C)=O)cc1CSc1nnc(N)s1	3	-5%	-3%	3%	11%	-5	-0.1%	2%	-12	11	?
13	C=CCc1ccccc1OCC(O)CN1C(=O)c2ccccc2C1=O (configuration not stated)	2	-2%	2%	-2%[11.5 µM]	-2%	-3	-0.4%	-2%	0	5	-1%
14	Clc1ccccc1Nc1ncnc2c1nnn2Cc1ccccc1	3	-12%	.	9%	3%	-30	-0.6%	0%	3	-3	?
15	Oc1ccc(CNc2ccc(F)cc2)c2cccnc12	-16	17%	-3%	-2%	5%	18	0.1%	-2%	1	8	-9%
16	COc1ccc(Cl)cc1NC(=O)C1CC(=O)N(c2ccc(F)cc2)C1 (configuration not stated)	1	-1%	5%	-6%	1%	2	-0.3%	-1%	1	-19	12%
17	Cc1ccc(/C=C/C(=O)OCC(=O)Nc2cccnc2Cl)cc1	.	3%	0%	.	.	29	-0.1%	2%	-2	-10	2%
18	O=C1CN(S(=O)(=O)c2ccc([N+](=O)[O-])cc2)CC(=O)N1	-3	-18%	4%	.	-2%	-3	-0.4%	2%	2	3	-1%
19	C/C(=N\NC(=S)NCc1ccccc1)c1ccc(Cl)s1	-4	2%	-7%	4%	5%	-18	0.4%	1%	-6	6	-1%
20	COc1cccc(NC(=O)c2cc(CN3C(=O)c4ccccc4C3=O)ccc2OC)c1	0	-1%	-1%	4%	1%	-23	-1.1%	0%	6	-1	0%
21	Clc1ccccc1-c1nc2ccccc2c2nncn12	3	6%	-2%	9%	2%	-3	-0.2%	0%	-9	8	?
22	COc1ccc(C(=O)C(OC(=O)CNC(=O)c2ccco2)c2ccccc2)cc1 (configuration not stated)	.	-2%	-1%	7%	-1%	-3	-1.0%	-5%	1	-7	16%
23	CCN(C(=O)COC(=O)CSc1cc(C)c2ccccc2n1)c1ccccc1	.	-8%	-7%	.	.	6	-3.7%	-6%	1	-8	0%
24	N#Cc1c(NC(=O)CSc2nnc(-c3ccco3)n2-c2ccccc2)sc2c1CCC2	-2	-13%	-1%	1%	-2%	-27	0.0%	-1%	2	-16	?
25	Cc1nnc2c(Oc3ccccc3)nc3ccccc3n12	1	17%	-3%	0%	3%	10	0.4%	2%	3	1	3%

Entries of single compounds, looked up by structure:
O=C(CSc1nc(-c2ccco2)cc(C(F)(F)F)n1)Nc1ccc2c(c1)OCO2 as listed: Coupling enz: -1; Eya2 inh: 3%; uPA surface inh: -7%; PKM2 activator: -2%; GALK inh: -2%; KCNH2 3.1 block: -13; B2AR arrestin: -0.7%; USP2a block: -1%; KCNH2 WT inh: 4; Giardia killer: 2; Chronic BCR inh: -2%
COc1ccc(NS(=O)(=O)c2ccc(OC)c(OC)c2)cc1OC as listed: Coupling enz: 5; Eya2 inh: -1%; uPA surface inh: -3%; PKM2 activator: -4%; GALK inh: -2%; KCNH2 3.1 block: 0; B2AR arrestin: -0.2%; USP2a block: -2%; KCNH2 WT inh: 2; Giardia killer: 11; Chronic BCR inh: -16%

The results go on:
cpd	compound	Coupling enz	Eya2 inh	uPA surface inh	PKM2 activator	GALK inh	KCNH2 3.1 block	B2AR arrestin	USP2a block	KCNH2 WT inh	Giardia killer	Chronic BCR inh
26	O=C(CCn1c(=O)c2ccccc2n(CC(=O)NC2CCCC2)c1=O)NCc1ccco1	0	-3%	4%	1%	-2%	4	0.1%	1%	-2	12	?
27	Cc1nc2ccccc2c(=O)[nH]1	-1	0%	1%	-6%	0%	-7	0.5%	2%	0	-8	2%
28	O=C(N/N=C/c1ccc[nH]1)c1ccc(COc2cccc3cccnc23)cc1	-1	10%	-15%	3%	-1%	-24	-0.2%	5%	-1	23	-2%
29	CCOC(=O)Cc1csc(NC(=O)CCCc2ccccc2)n1	-6	2%	6%	-5%[11.5 µM]	-6%	8	-1.1%	3%	1	0	?
30	NC(=O)c1nsc(C(=O)N(CC(=O)NCc2ccc3c(c2)OCO3)C2CCCCC2)c1N	3	-3%	9%	-1%	4%	-20	0.1%	3%	-2	-11&-6	0%
31	COc1ccc(C2CC(=O)c3c(O)cc(O)cc3O2)cc1O (configuration not stated)	5	.	3%	.	.	-3	.	.	3	23	.
32	COc1ccc(NC(=O)C2OC3OC(C)(C)OC3C3OC(C)(C)OC23)cc1 (configuration not stated)	4	-40%	.	8%	3%	0	-1.6%	1%	4	11	9%
33	CCOC(=O)C(NC(C)=O)(Nc1ccc(S(=O)(=O)Nc2cc(C)nc(C)n2)cc1)C(F)(F)F (configuration not stated)	4	0%	-4%	0%	-1%	-2	0.2%	0%	1	5	-9%
34	Cc1cc(C)n2c3c(c(C#N)c2n1)CC(C)(C)OC3	0	16%	-3%	0%	3%	-2	-0.4%	2%	2	-3	0%
35	COC(=O)CSc1nnc(-c2ccco2)n1-c1ccc(C)cc1	2	-6%	3%	-4%	2%	5	-1.0%	2%	2	3	0%
36	Cc1c(NC(=O)/C(C#N)=C/c2ccc(-c3ccc(Cl)cc3)o2)c(=O)n(-c2ccccc2)n1C	2	-4%	-6%	-23%	-2%	-2	11%	-1%	-19	1	?
37	NC(=O)CC(NC(=O)Cc1cccc2ccccc12)c1ccc(NC2CCC2)c([N+](=O)[O-])c1 (configuration not stated)	1	-10%	5%	-1%	0%	-26	-0.9%	4%	3	?	-3%
38	COc1cc(OC)cc(C(=O)NNC(=O)c2cc(=O)[nH]c3ccccc23)c1	.	1%	0%	.	.	8	-0.2%	-1%	3	11	-9%
39	C#CCOCCOCCOCCNc1nc(N2CCN(C(=O)[C@H]([C@@H](C)CC)n3cc([C@@H](N)Cc4ccc(O)cc4)nn3)CC2)nc(N2CCN(C(=O)[C@H]([C@@H](C)CC)n3cc([C@@H](N)CC(C)C)nn3)CC2)n1	-1	8%	5%	0%	2%	18	0.4%	-1%	-3	-12	16%
40	CC1(C)CC(=O)c2c(O)cc(O)cc2O1	4	-9%	.	3%	-1%	20	0.0%	3%	-16	-23	-5%
41	CCCOc1ccc(N2C(=O)CC(N(Cc3ccccc3)N=O)C2=O)cc1 (configuration not stated)	-1	8%	4%	8%	0%	-11	-0.1%	-1%	-5	-7	1%
42	Cc1c(Br)c([N+](=O)[O-])nn1CC(=O)Nc1sc2c(c1C(=O)OC(C)C)CCC(C)C2 (configuration not stated)	1	-30%	23%	3%	2%	3	-1.0%	3%	8	20	1%
43	Cc1cc(C)c2c3c(sc2n1)C(c1ccccc1)C(C#N)=C(N)O3 (configuration not stated)	1	8%	.	-6%	-3%	9	0.1%	?	4	1	11%
44	CCOc1ccc(-c2nn(-c3ccccc3)cc2/C=C2\SC(=S)N(Cc3ccco3)C2=O)cc1	-2	9%	14%	1%	2%	8	0.0%	2%	-3	31[activator]	-16%
45	CCN(CC(=O)NCc1cccs1)S(=O)(=O)c1ccc(F)cc1	.	4%	1%	.	.	3	0.4%	0%	-7	-7	-8%
